Assay outcomes from PubChem BioAssay.
Dynein transport – blocks dynein driven cargo transport along microtubules. 3617.4 mouse cells, GR-EGFP nuclear translocation imaging; test concentration mostly 20 µM; stimulated with dexamethasone, 1 µM; stronger effect = lower value. 0.47% of 220,000 active. z-score, hits read low;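 active = plate z-score of nuclear minus cytoplasmic receptor signal below a set negative limit, without overly bright fluorescence or cell loss, cut at about -3.5 in these data, passing the limit was not always enough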;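 note: z-score of nuclear minus cytoplasmic ring GR-EGFP intensity difference per well; some compounds called inactive have numbers as strong as hits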
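medium = tetracycline-free induction medium containing charcoal-stripped FBS | also added = 1.0 µM final dexamethasone stimulus | schedule = 48 h induction, 1 h compound, 30 min dex at 37 °C | technique = fixed, Hoechst-stained cells imaged at 10x for EGFP | measure = GR-EGFP nuclear translocation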
M1AAP inhibition – P. falciparum M1AAP inhibitors, biochemical, fluorogenic H-Leu-NHMec substrate, 1536-well (AID 1445) | recombinant M1AAP, H-Leu-NHMec fluorogenic kinetic assay; higher % means a stronger effect | 0.42% of 220,000 active | one-dose inhibition, % at 30 µM; IC50 in µM for titrated hits;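 active = primary inhibition above the hit cutoff, then over 50% inhibition at one or more dose response concentrations, cut at about 23% in these data, passing the limit was not always enough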;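 note: plate controls were DMSO full reaction for no effect and no enzyme background for full effect; strong numbers were not always called active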
AID2073 – inhibitors of Mint1-CaV2.2 protein interaction, biochemical, HTRF (AID 2073) | HTRF protein-protein interaction, Mint1-CaV2.2; higher % means a stronger effect | inhibition, % at 20 µM, or IC50 in µM where a hit was titrated | 0.19% of 290,000 active; in the data active = inhibition mostly above about 51%, no sharp cut-off; note: some results filed as inactive read as strong as hits
Siah-1 displacement – blockers of Siah-1 interaction with plectin peptide – biochemical, fluorescence polarization, rhodamine-plectin, uHTS, primary screen (AID 1817) | Siah-1 / rhodamine-plectin peptide fluorescence polarization; higher % means a stronger effect | one-dose displacement, % at 20 µM; IC50 in µM for titrated hits | 0.02% of 290,000 active;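 active = displacement of at least 50% at 20 µM, with a fluorescence ratio check between 0.3 and a set limit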;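 note: plate controls were Siah plus tracer with DMSO for no effect and tracer alone without Siah for full effect; strong numbers were not always called active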
PMI inhibition – human PMI inhibitors, high substrate, primary screen, biochemical, fluorescence intensity, high mannose 6-phosphate (AID 1220); recombinant PMI enzyme, coupled fluorescence intensity; higher % means a stronger effect; inhibition, % at 20 µM, or IC50 in µM where a hit was titrated; 0.66% of 190,000 active
XIAP displacement – small molecules displacing peptide from XIAP – biochemical, IAP family, fluorescence polarization (AID 1018) | XIAP BIR domain, fluorescence polarization peptide displacement; higher % means a stronger effect | one-dose displacement, % at 20 µM; IC50 in µM for titrated hits | 0.007% of 200,000 active; in the data active = displacement above about 50%; note: a part of the inactive calls stands beside numbers as strong as those of hits
PMI inhibitors – MPI enzyme activity inhibition – biochemical, fluorescence intensity, coupled assay, primary screen (AID 1209); purified PMI enzyme, coupled fluorescence intensity; higher % means a stronger effect; one-dose inhibition, % at 20 µM; IC50 in µM for titrated hits; 0.42% of 190,000 active;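 note: plate controls were DMSO vehicle for no effect and wells lacking substrate for full effect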
LYP phosphatase – PTPN22 lymphoid phosphatase activity blockers – biochemical, fluorescence intensity, uHTS (AID 1779); inhibition, % at 11.5 µM; hits with a dose series show IC50 in µM; recombinant LYP phosphatase, fluorescence intensity; higher % means a stronger effect; 0.054% of 290,000 active;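 note: plate controls were vehicle with enzyme for no effect and no enzyme for full effect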
M17LAP inhibition – P. falciparum M17LAP inhibitors, primary screen, biochemical, fluorogenic H-Leu-NHMec substrate, 1536-well (AID 1619); recombinant M17LAP, H-Leu-NHMec fluorogenic kinetic assay; higher % means a stronger effect; inhibition, % at 30 µM, or IC50 in µM where a hit was titrated; 0.38% of 220,000 active;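 active = compound inhibiting the enzyme by more than half at any dose during confirmatory dose-response retesting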;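 note: plate controls were full reaction with DMSO carrier for no effect and no enzyme background for full effect; strong numbers were not always called active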
Dynein transport cytoplasmic EGFP – second read-out of Dynein transport, no call of its own (marks repeat the call); z-score; measured here: cytoplasmic GR-EGFP intensity; stronger effect = higher value
Dynein transport nuclear GR-EGFP – also measured in Dynein transport; calls as there; z-score; measured here: nuclear GR-EGFP intensity;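 lower value marks the stronger effect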
Dynein transport cell count – further read-out of Dynein transport, marked with its call; z-score; measured here: cell count per field
Starred values were filed as active, the others as inactive; / = not tested or not shown. Cut-off read from the data, not from the text of the source, unless noted: active = inhibition above about 50%; inactive = the rest.

SMILES	Dynein transport	Dynein transport cytoplasmic EGFP	Dynein transport nuclear GR-EGFP	Dynein transport cell count	M1AAP inhibition	AID2073	Siah-1 displacement	PMI inhibition	XIAP displacement	PMI inhibitors	LYP phosphatase	M17LAP inhibition
Cc1ccc(NC(=O)CN2c3cccc4cccc(c34)S2(=O)=O)cc1S(=O)(=O)N1CCOCC1	-0.523	-0.236	-0.491	0.298	5.1%	10.3%	-3.3%	24.3%	-1.4%	16.4%	5.2%	5.6%
Cn1c(Cc2cccc3ccccc23)nnc1SCC(=O)N1CCN(c2cccc(Cl)c2)CC1	0.273	-0.38	0.215	0.283	2.6%	-0.4%	-2.9%	17.8%	-6.0%	24.6%	1.1%	-3.5%
COc1cccc(-c2cc(C(F)(F)F)nc(N3CCCCC3)n2)c1	-1.76	-0.244	-0.814	0.838	0.0%	7.0%	1.3%	-1.5%	-2.9%	-7.6%	-1.5%	0.5%
COc1ccc(C(F)(F)F)cc1N/C=C/c1nnnn1-c1ccc(C)cc1	0.509	-0.312	0.00937	0.255	4.7%	5.6%	2.6%	/	/	/	1.2%	-5.5%
Cc1cccc(C)c1Nc1nnc(SCC(=O)c2ccc3c(c2)NC(=O)CO3)s1	0.478	-0.147	0.365	-0.406	7.5%	-14.1%	9.6%	-5.9%	-4.1%	-4.6%	-2.6%	34.5%
Cc1ccc(CNC(=O)COc2ccc(S(=O)(=O)NC(C)C)cc2)cc1	-0.108	0.0881	-0.0338	-0.282	11.3%	-1.8%	-2.4%	2.4%	-2.1%	3.9%	-4.8%	0.3%
C=CCN1C(=O)C2C(C(=O)NC)C3C=CC2(O3)C1C(=O)NCc1ccc(OC)cc1 (stereo unspecified)	-0.72	-0.26	0.0573	1.61	-6.5%	8.7%	1.2%	-0.9%	-4.0%	-0.6%	-8.0%	11.6%
CCCCNC(=O)c1c(CSc2ccccc2)noc1C(=O)NCc1ccccc1	-0.266	-0.766	-0.0363	0.25	6.1%	25.4%	1.7%	/	/	/	1.4%	2.8%
COc1ccccc1NS(=O)(=O)c1cc(NC(=O)c2[nH]c(C)c(C(C)=O)c2C)ccc1N1CCOCC1	-0.73	-0.757	-0.696	-0.0409	1.2%	12.5%	10.5%	/	/	/	-3.2%	-0.4%
CN(C)c1ncc([N+](=O)[O-])cc1C(F)(F)F	0.324	0.175	0.0914	0.344	-4.2%	-53.4%	0.8%	/	/	/	-6.6%	1.9%
Cc1ccc(-n2cnc3scc(-c4cccs4)c3c2=O)cc1	0.963	-0.189	0.425	0.13	0.5%	0.6%	-1.5%	18.0%	-8.9%	17.3%	-3.4%	1.8%
CCCCN1C(=O)NC2NC(=O)NC21 (stereo unspecified)	-0.417	-0.201	-0.456	0.588	7.5%	46.8%	5.4%	-5.3%	-2.8%	-8.8%	-12.1%	-8.6%
O=c1c2cnn(-c3ccccc3Cl)c2ncn1Cc1cccnc1	-0.473	-0.0747	-0.361	0.76	-6.4%	2.9%	-2.1%	-2.9%	-4.3%	-3.0%	-12.5%	-1.0%
CS(=O)(=O)c1sc(C(=O)NC(=O)Nc2cccc(C(F)(F)F)c2)c2c1C=CCC2	-0.0476	-0.207	0.516	-0.221	8.5%	12.3%	0.5%	/	/	/	-8.7%	18.7%
O=C(Nc1cccc(-n2cnnn2)c1)c1ccco1	-0.965	-0.189	-0.295	0.994	-0.3%	0.3%	-3.3%	3.9%	-8.4%	7.7%	-6.0%	-1.8%
CCc1ccccc1S(=O)(=O)Cc1ccc(C(=O)N2CCN(c3ccccn3)CC2)o1	-1.21	-0.194	-0.721	0.29	4.6%	2.5%	-6.3%	-4.9%	-0.7%	-2.5%	-3.3%	5.7%
O=C(CN1C(=O)c2ccccc2S1(=O)=O)NCCC1=CCCCC1	0.105	-0.12	0.251	0.583	1.2%	3.5%	-3.4%	5.3%	-4.3%	-1.0%	-8.2%	43.9%
Cc1ccc(CS(=O)(=O)Cc2ccc(C(=O)NCc3cccnc3)o2)cc1	-0.54	-0.439	-0.452	0.199	-1.5%	-8.0%	-4.0%	-8.3%	-1.2%	-9.4%	-8.9%	-1.9%
COc1ccc(CCNc2nnc(Sc3nnnn3-c3ccccc3)s2)cc1OC	-0.48	-0.227	-0.324	-0.182	-2.0%	-0.5%	1.6%	11.7%	-4.9%	8.1%	0.8%	-9.9%
CC(=O)N/N=C/c1cc2c(cc1[N+](=O)[O-])OCO2	0.258	-0.333	0.398	0.832	1.2%	-3.4%	1.5%	40.4%	-2.0%	5.4%	-3.5%	2.4%
Cc1cc(O)ccc1-c1cnc2ccccc2n1	-0.507	-0.205	0.0742	-0.278	7.2%	9.3%	-2.8%	1.5%	-4.9%	-6.6%	-5.7%	6.0%
CC[N+]1=C(C)C(C)(C)c2cc(C)ccc21	1.21	0.0337	1.13	-1.44	-3.7%	0.4%	112.1%	-46.6%	-35.7%	/	-8.6%	-0.7%
COC(=O)NNC(=O)COc1ccc(Cl)cc1	-0.396	-0.292	-0.0732	1.63	5.5%	-0.9%	4.8%	0.9%	-6.4%	8.5%	-3.0%	4.5%
Cc1ccc(NC2CC(=O)N(c3ccc(N4CCCCC4)cc3)C2=O)cc1 (stereo unspecified)	-0.716	-0.224	-0.531	-0.051	11.2%	1.6%	-1.6%	-6.1%	-4.2%	-2.2%	-1.3%	6.1%
CC1=NNC(=O)C1Cc1ccc(F)cc1 (stereo unspecified)	-0.179	-0.214	-0.0472	0.47	8.2%	-1.6%	12.7%	/	/	/	-10.3%	-0.3%

Other records
SMILES	Dynein transport	Dynein transport cytoplasmic EGFP	Dynein transport nuclear GR-EGFP	Dynein transport cell count	M1AAP inhibition	AID2073	Siah-1 displacement	PMI inhibition	XIAP displacement	PMI inhibitors	LYP phosphatase	M17LAP inhibition
O=C1CC(c2ccccc2)CC(=O)C1CS(=O)(=O)c1ccccc1 (stereo unspecified)	-0.203	-0.174	-0.159	-0.0127	4.3%	4.6%	19.4%	1.0%	-7.9%	-50.1%	7.5%	11.1%
COc1ccc(Nc2ncnc3nc[nH]c23)cc1OC	0.0836	-0.246	0.266	1.29	2.5%	-9.8%	9.7%	10.3%	-3.2%	12.6%	-2.0%	48.5µM*
COCCNC(=O)c1cc2cc(Br)cc(Br)c2oc1=O	-0.201	-0.269	0.0529	0.0379	2.6%	13.0%	0.3%	-9.3%	-1.9%	-18.9%	-4.9%	-4.2%
O=C(CCc1ccccc1)Nc1nn[nH]n1	2.1	-0.196	1.16	-1.42	3.7%	-0.9%	-1.2%	3.7%	-2.9%	-4.0%	-4.0%	5.0%
O=S(=O)(c1ccc(-c2ccccn2)s1)N1CCC2(CC1)OCCO2	0.409	-0.243	0.0986	-0.383	0.8%	4.3%	5.1%	/	/	/	0.9%	-10.1%
O=C(NCc1ccccc1)c1ccc(CNc2c(N3CCCC3)c(=O)c2=O)cc1	1.94	-0.175	1.39	-1.79	1.0%	6.7%	-0.4%	/	/	/	0.5%	9.4%
CC1CCN(c2ccc(C=O)o2)CC1	0.339	-0.188	0.386	0.167	6.1%	2.5%	7.8%	-0.8%	-9.6%	-1.4%	-7.7%	10.7%
COc1ccc(C2NCCc3c2[nH]c2ccccc32)cc1CN1CCc2cc(OC)c(OC)cc2C1C (stereo unspecified)	0.521	-0.238	0.919	0.0661	3.0%	15.0%	-3.3%	/	/	/	-30.4%	4.9%
COc1cccc(CNc2ccc(S(N)(=O)=O)cc2)c1OC	-0.154	-0.249	-0.0322	0.293	0.1%	2.5%	1.4%	-2.8%	-2.2%	6.1%	-7.5%	13.0%
COc1ccccc1Nc1nc(NCCCN(C)C)nc(N)c1[N+](=O)[O-]	0.214	-0.261	0.0365	0.29	9.1%	-6.6%	-8.4%	/	/	/	-8.4%	13.6%
CN1OC(COC(=O)c2ccc(Cl)cc2)CC1c1ccccc1 (stereo unspecified)	-0.783	-0.219	-0.254	0.533	1.1%	2.8%	1.9%	7.2%	-6.8%	7.1%	-3.4%	-8.4%
CCCCc1ccc(S(N)(=O)=O)cc1	1.31	-0.292	1.37	-2.22	-3.0%	-7.5%	3.0%	-7.4%	-5.1%	-6.2%	-6.4%	-4.6%
N#Cc1c(NC(=O)c2ccc(-c3ccccc3[N+](=O)[O-])o2)sc2c1CCCC2	0.332	-0.216	0.128	-0.00976	9.1%	-2.8%	-2.6%	23.3%	-3.6%	16.3%	-8.2%	0.6%
CCc1ccc(OCC(=O)NNC(=O)CSc2nnc(-c3ccc(C)cc3)n2C)cc1	-0.584	-0.252	-0.261	0.173	7.0%	4.6%	-3.4%	6.6%	-0.7%	10.2%	-7.5%	-0.9%
CCc1ccccc1NC(=S)N1CCNC(=O)C1CC(=O)OC (stereo unspecified)	1.03	-0.302	0.662	-0.128	6.8%	-5.8%	3.1%	13.5%	-7.3%	18.6%	-10.7%	3.0%
COc1ccc(NC(=O)c2cc(-c3ccc(C)o3)nc3ccccc23)cc1OC	-0.807	-0.257	-0.165	1.24	15.1%	-95.3%	-10.2%	-40.4%	-1.1%	-6.2%	2.8%	2.8%
Cc1cc(NC(=O)CSc2nnc(-c3ccncc3)n2C)n(-c2ccccc2)n1	0.241	-0.196	0.548	-0.0326	0.0%	3.4%	4.8%	/	/	/	-0.1%	6.1%
O=C(Cc1csc(N2CCOCC2)n1)N/N=C/c1ccc(Cl)cc1Cl	-1.55	-0.286	-0.735	2	11.4%	-5.3%	0.5%	4.5%	-1.5%	4.7%	-5.9%	-1.1%
CCOc1ccc(N2C(=O)C(Cl)=C(Nc3ccccc3O)C2=O)cc1	-1	0.186	-0.279	0.682	8.4%	-49.7%	-1.7%	1.1%	-4.0%	11.1%	-5.4%	7.3%
COc1ccccc1/C=C/C=N/n1c(-c2ccc(F)cc2)n[nH]c1=S	0.376	-0.217	0.189	-0.239	1.6%	-40.8%	1.0%	/	/	/	1.8%	-5.8%
CCN(CC(=O)NC(=O)NCc1ccccc1)Cc1nc2ccccc2c(=O)[nH]1	1.18	-0.153	0.626	-0.677	-1.7%	-3.6%	10.5%	-0.4%	-6.4%	-5.9%	1.9%	-10.8%
